Screening data from PubChem BioAssay.
TDP1 inh: TDP1 (human) enzyme inhibition; Q9NUW8; recombinant TDP1, AlphaScreen DNA substrate cleavage; Potency, µM (series often up to 130 µM), for inactives: at the top dose activity change, negative = inhibition, hits mostly inhibitors; 0.28% of 350,000 active; AID 485290; further: nearly all actives have a fitted effect of over 40% in size
Target sequence (Q9NUW8 whole entry, looked up): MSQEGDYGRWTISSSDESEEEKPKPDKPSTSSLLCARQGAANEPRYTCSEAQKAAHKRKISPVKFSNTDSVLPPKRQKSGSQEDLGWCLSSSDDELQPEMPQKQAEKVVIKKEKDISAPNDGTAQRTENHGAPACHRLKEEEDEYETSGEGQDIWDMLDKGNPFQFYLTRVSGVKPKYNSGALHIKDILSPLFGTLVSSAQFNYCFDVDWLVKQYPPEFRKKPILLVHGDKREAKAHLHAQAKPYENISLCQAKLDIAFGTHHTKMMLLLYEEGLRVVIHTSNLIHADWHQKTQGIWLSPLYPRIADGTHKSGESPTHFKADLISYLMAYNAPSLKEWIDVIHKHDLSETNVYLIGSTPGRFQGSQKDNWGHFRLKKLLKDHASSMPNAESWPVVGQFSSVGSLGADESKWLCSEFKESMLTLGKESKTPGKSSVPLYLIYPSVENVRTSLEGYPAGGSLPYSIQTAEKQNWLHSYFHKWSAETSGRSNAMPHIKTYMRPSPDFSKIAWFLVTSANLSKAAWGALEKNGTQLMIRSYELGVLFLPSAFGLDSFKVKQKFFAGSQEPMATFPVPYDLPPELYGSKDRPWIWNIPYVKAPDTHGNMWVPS
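Signal: AlphaScreen proximity between streptavidin donor and anti-FITC acceptor beads on intact substrate. Reaction: Tdp1 1 nM, substrate 15 nM final, 5 min RT after 15 min compound preincubation.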
DT40 TDP1 no CPT: qHTS for Inhibitors of human tyrosyl-DNA phosphodiesterase 1 (TDP1): qHTS in cells in absence of CPT | Potency, µM (highest dose often 46.2 µM), for the others: top-dose activity change, negative = growth inhibition, hits mostly inhibitors | AID 686978, 2013 | DT40 Tdp1-/- hTDP1 cells, no CPT, ATP luminescence, 48 h | 15% of 420,000 active; further: nearly all actives have a fitted effect of over 55% in size
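DT40 Tdp1-/-;hTDP1 cells, no CPT (DMSO vehicle only), 400 cells/well; compounds pin-transferred; ≥48 hr, 37 °C; CellTiter-Glo 30 min RT dark, luminescence read.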
DT40 TDP1 CPT: growth inhibition of DT40 Tdp1-/-;hTDP1 cells with camptothecin (screen for TDP1 inhibitors) | chicken DT40 Tdp1-/-;hTDP1 cells + 20 nM CPT, ATP luminescence, 48 h | Potency, µM (titrated, usually from 46.2 µM), for inactives: top-dose activity change, negative = growth inhibition, usual class: inhibitors | 12% of 420,000 active | AID 686979; further: nearly all actives have a fitted effect of over 55% in size
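Cell growth measured by CellTiter-Glo luminescence after a minimum 48 h, 37 C compound exposure with 20 nM CPT in Tdp1-knockout DT40 cells stably expressing hTDP1, seeded 400/well; qHTS titration format.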
The depositor's hits bear a star; ? = inconclusive; nt = not tested or not shown; & = joins results of further samples; ! = not active in a repeat; [ ] = dose if it differs, or a comment. The call rests on the fitted dose curve; in most records, active means well fitted curve in the direction sought with a large enough effect; inconclusive means small, poorly fitted or top-dose-only effect, or another doubt; inactive means no such curve, though single readings can be large; an effect the other way counts as inactive or inconclusive. On the % scale 0 is the no-effect control and ±100 the full control effect; potency means the concentration at half of the fitted maximal effect.

Each structure is followed by: DT40 TDP1 CPT	TDP1 inh	DT40 TDP1 no CPT
- COc1ccc(CCNC(=O)Cn2nc([N+](=O)[O-])c(Br)c2C)cc1OC
→ 8%	0%	0%
- CC(=O)Nc1ccc(NC(=O)CSc2nc3nc(C)cc(C)c3c(=O)[nH]2)cc1
→ 1%	3%	2%
- O=C(O)c1cc2nc(-c3ccccc3)cc(-c3ccccc3)n2n1
→ 2%	-7%	12%
- CCN(CC)CCSc1nnc(Nc2ccccc2)n1-c1ccccc1
→ 2%	-2%	-14%
- O=C(O)CCOc1ccc2c(c1)OCCO2
→ -9%	-1%	-11%
- O=C(Nc1ncccn1)c1ccc(C(F)(F)F)cc1
→ -7%	5%	-11%
- CC1(C(=O)NS(=O)(=O)c2ccc(Cl)cc2)CCN1C(=O)Cc1cc(F)ccc1F (stereo not drawn)
→ -21%	nt	-1%
- CC(C)Sc1nc2ccsc2c(=O)[nH]1
→ -20%	2%	?
- O=C(Nc1ccccc1F)C1C2C=CC3(O2)C1C(=O)N(c1cccnc1)C3C(=O)NC1CCCCC1 (stereo not drawn)
→ -2%	6%	-3%
- Cn1c(Sc2nc3ccccc3n2C)nc2ccccc21
→ -17%	0%	-11%
- CCSc1ccccc1C(=O)N1CCC2(CC1)CC(=O)c1ccccc1O2
→ -46%	-11%[0.505 µM]	16µM*
- Cc1ccc(/C=N/Nc2nncn2N)cc1
→ ?	nt	-13%
- CC(C)NC(=O)C1C(c2ccc(C(F)(F)F)cc2)=Nc2ccccc2N1C(=O)c1cccc(C(F)(F)F)c1 (stereo not drawn)
→ ?	nt	?
- COc1cc(NC(=O)C2CCCN(S(=O)(=O)c3cnc[nH]3)C2)cc(OC)c1 (stereo not drawn)
→ -1%	3%	-18%
- COc1ccc(NC(=O)CSc2nc(-c3ccc(C)cc3)cc(C(F)(F)F)c2C#N)cc1
→ -4%	2%	-13%
- Cc1ccc(S(=O)(=O)c2cc3ccccc3oc2=O)cc1
→ 5%	1%	1%
- COc1ccc(/C=N/Nc2ccccn2)cc1O
→ 1%	nt	-6%
- CCc1ccc(NC(=O)CC2C(=O)NCCN2C(=O)c2ccccc2OC)cc1 (stereo not drawn)
→ 5%&-10%	1%[56.1 µM]	-7%&-14%
- O=C(O)C1CCCCC1C(=O)Nc1ccc2c(c1)CCC2 (stereo not drawn)
→ -6%	5%	-20%
- CCCCCCCCCCCCCCCC[N+](C)(C)CCN(Cc1ccc(OC)cc1)c1ncccn1
→ 4µM*	13%[21 µM]	2.5µM*
- CCOC(=O)Cc1csc(NC(=O)CSc2nc3sc(C(=O)O)c(C)c3c(=O)[nH]2)n1
→ 8%	2%	-10%
- Cc1ccc(S(=O)(=O)N2CCCC(C(=O)N3CCN(c4ccccc4)CC3)C2)cc1 (stereo not drawn)
→ 18µM*	4%	18µM*
- O=C(O)CCSc1nc(C(F)(F)F)cc(=O)n1-c1ccccc1
→ -12%	0%	-12%
- CCCCOC(=O)C1C2CCC(O2)C1C(=O)OCC (stereo not drawn)
→ 8%	nt	3%
- Cc1ccc(S(=O)(=O)Nc2nc3ccccc3s2)cc1[N+](=O)[O-]
→ 6%	-1%	-10%
- O=C(CSc1cn(CC(=O)N2CCCCC2)c2ccccc12)Nc1ccc(C(F)(F)F)cc1
→ -16%	8%	-23%
- O=C(c1ccc(Cl)cc1)C(CN1CCCCC1)c1ccccc1 (stereo not drawn)
→ 1.6µM*	nt	2.1µM*
- Cc1occc1-c1nnc(SCc2cc(=O)n3cc(Br)ccc3n2)n1C
→ -16%	-12%	-8%
- COc1cc(CN(C2CCCCC2C)S(=O)(=O)c2ccc(S(=O)(=O)NC3CC3)cc2)cc(OC)c1OC (stereo not drawn)
→ ?	2%	?
- O=C(CN1C(=O)NC2(CCc3ccccc32)C1=O)Nc1ccc(Br)cc1F (stereo not drawn)
→ ?	0%	-25%
- CCC(CO)Oc1cc(NC(=O)Cc2ccccc2F)c2ncn(C(C)C)c2c1 (stereo not drawn)
→ -2%	-5%	-15%
- COc1ccc(OC)c(CNC(=O)c2ccc3c(c2)c(C)c(C)n3C)c1
→ ?	11%	?
- CCN1C(=O)c2ccc(C(=O)NCc3ccco3)cc2C1=O
→ 24%	2%[56.1 µM]	-2%
- O=C(O)C1C2C=CC(O2)C1C(=O)Nc1ccccn1 (stereo not drawn)
→ -1%	nt	-29%
- Cc1onc(-c2ccccc2)c1C(=O)OCC(=O)NC(C)c1ccc(Cl)cc1 (stereo not drawn)
→ ?	-1%	-24%
- NC1=NC(=Nc2cccc(S(N)(=O)=O)c2)c2ccccc21
→ -18%	5%	-15%
- CC(CNC(=O)CN1C(=O)NC2(CCCCC2)C1=O)c1ccccc1 (stereo not drawn)
→ -1%	0%[56.1 µM]	-1%
- Cc1[nH]nc(-c2ccc(O)c(C)c2O)c1-c1cnn(-c2ccccc2)c1
→ -13%	7%	-21%
- CCOc1ccc(S(=O)(=O)N2CCCC2)cc1
→ 2%	5%	-5%
- COc1ccc(NC(=O)CN(C)C(=O)C(C)Oc2ccc(Br)cc2)cc1 (stereo not drawn)
→ 0%	-7%[0.505 µM]	-18%

Individual results from above:
`O=C(O)CCSc1nc(C(F)(F)F)cc(=O)n1-c1ccccc1` in TDP1 inh → 0%
`CCCCOC(=O)C1C2CCC(O2)C1C(=O)OCC` (stereo not drawn) in DT40 TDP1 no CPT → 3%
`O=C(CN1C(=O)NC2(CCc3ccccc32)C1=O)Nc1ccc(Br)cc1F` (stereo not drawn) in DT40 TDP1 no CPT → -25%

Additional records.
Each structure is followed by: DT40 TDP1 CPT	TDP1 inh	DT40 TDP1 no CPT
- Cc1ccc(C(=O)N2CC(C)SC2=Nc2cccc(S(=O)(=O)N(C)C)c2)cc1 (stereo not drawn)
→ 29µM*	-5%	?
- CCC(=O)c1ccc(OCC(=O)NCCCN2CCOCC2)cc1
→ 3%	nt	4%
- CS(=O)(=O)Nc1ccc(C(=O)NCc2cccnc2)cc1
→ -4%	-2%	-26%
- Cc1ccc(S(=O)(=O)N2CCOC2CNC(=O)C(=O)NCCc2c[nH]c3ccccc23)cc1 (stereo not drawn)
→ ?	6%	?
- COc1ccc(-c2nc(SCC(=O)c3ccc(OC)c(Br)c3)n[nH]2)cc1
→ ?	9%	23µM*
- O=[N+]([O-])c1ccc(CN2CCN(c3ccc([N+](=O)[O-])cc3)CC2)cc1
→ ?	nt	18µM*
- COc1cc(Br)cc(CN2CCN(c3ncccn3)CC2)c1O
→ -8%	nt	?
- COc1cccc(C2/C(=C(/O)c3ccccc3)C(=O)C(=O)N2CCCC(=O)O)c1 (stereo not drawn)
→ -8%	-3%	-17%
- CC(O)c1nc2ccccc2n1Cc1ccc([N+](=O)[O-])cc1 (stereo not drawn)
→ -5%	0%	9%
- COc1ccc(CCNC(=O)CN2C(=O)COc3ccc(S(=O)(=O)N4CCCC4)cc32)c(OC)c1
→ 18µM*!	0%&1%	16µM*!
- Cc1ccc(Nc2c(-c3ccccn3)nc3ccc(C)cn23)cc1
→ 3.3µM*	12%	7.3µM*
- COc1ccc2c(CC#N)c[nH]c2c1
→ -8%	4%	-14%
- O=C(/N=C1/c2ccccc2CN1c1ccccc1)Nc1ccccc1
→ -15%	3%	?
- O=C(CN1CCN(c2nc(-c3ccccc3)cs2)CC1)NNC(=O)c1ccco1
→ -28%	6%	-26%
- CO[C@H]1CN(C)C(=O)c2ccc(NC(=O)c3ccc4c(c3)OCO4)cc2OC[C@H](C)N(CC2CC2)C[C@@H]1C
→ ?	nt	?
- O=C(NCC1CCCO1)/C(=C/c1ccccc1)NC(=O)c1ccccc1 (stereo not drawn)
→ -20%	1%	6%
- Cc1cccc(NC(=O)c2cc(S(=O)(=O)NCCc3ccccc3)ccc2F)c1C
→ 2%	-3%	-21%
- COc1ccc(CC(=O)N/N=C(\C)c2cccc(NC(=O)C3CC3)c2)cc1
→ -26%	3%	25%
- Fc1ccccc1NC(=S)N1CCC(c2ccccc2)C1 (stereo not drawn)
→ 4%	3%	?
- CCCCCCCC(=O)NN1CCOCC1
→ -7%	6%	-8%
- Cc1nc(C(=O)Nc2cc(F)cc(Cl)c2)sc1C1(C)CC(c2ccccc2)=NO1 (stereo not drawn)
→ 16µM*	nt	21µM*
- Cc1[nH]n(C(N)=S)c(=O)c1N=Nc1cccc([N+](=O)[O-])c1C
→ -5%	8%	?
- CCOC(=O)C1CCN(c2cc3c(cc2NC(=O)c2ccc(Cl)cc2)n(C)c(=O)n3C)CC1
→ 8.2µM*	-4%[12.3 µM]	2.6µM*
- O=C(Nc1ccc(F)cc1)Nc1ccc([N+](=O)[O-])cn1
→ 0%	-3%	-25%
- O=C(NCCCN1CCOCC1)c1cccnc1SCc1ccccc1Cl
→ 9%	3%	-20%
- C=CCn1c(C)cc(C2=NNC(=Nc3ccc(C)cc3)SC2)c1C
→ ?	0%	?
- Cc1nccn1-c1c2c(c(C#N)c3nc4ccccc4n13)CCCC2
→ 5%	nt	-4%
- O=C(/C=C/c1ccc2c(c1)OCO2)Nc1nc2ccc(F)cc2s1
→ ?	nt	-56%
- CCNC(=O)C1CCN(S(=O)(=O)c2ccc3c(c2)CCCN3C(C)=O)CC1
→ -3%	-2%	0%
- OCCC1CN(Cc2cccc3nccnc23)CCN1Cc1ccc(F)cc1 (stereo not drawn)
→ -5%	6%	-11%
- CC(C)CCNC(=O)C1CCN(S(=O)(=O)c2ccc3c(c2)CCC(=O)N3)CC1
→ 2%	-1%	-8%
- Cc1nc(C)c(C(=O)NCc2nc(-c3cccc(NC(=O)c4ccccn4)c3)oc2C)s1
→ 3.3µM*	nt	2.9µM*
- CC(Sc1ccc(Cl)cc1)C(=O)N(C)CC(=O)Nc1ccc(N2CCOCC2)cc1 (stereo not drawn)
→ ?	nt	?
- CCOc1cc(S(=O)(=O)N2CCC(Cc3ccccc3)CC2)c(OCC)cc1-n1cnnn1
→ -20%	12%	-28%
- CCOC(=O)c1ccc(NC(=O)c2cn(-c3ccccc3)nc2-c2ccc(OC)c(OC)c2)cc1
→ ?	3%[12.3 µM]	?
- CC(C)NC(=O)Cn1c(SCC(=O)N2c3ccccc3CC2C)nc2ccccc21 (stereo not drawn)
→ -26%	5%	?
- O=C1CN2C(=Nc3ccc(Br)cc3C2c2ccccc2)CCN1 (stereo not drawn)
→ -7%	2%	-22%
- CC(=O)N/C(=C/C(C)C)c1ccccc1
→ 5%	2%	2%
- O=S(=O)(c1ccc(F)cc1F)N1CCN(c2nc(-c3cccs3)nc3ccccc23)CC1
→ ?	1%	?
- COc1ccc(CN(CC(=O)NCc2ccco2)C(=O)CCC(=O)Nc2ccccn2)cc1
→ -18%	3%	-10%

Quoted at random: three compounds from above
Each structure is followed by: DT40 TDP1 CPT	TDP1 inh	DT40 TDP1 no CPT
- CC(Sc1ccc(Cl)cc1)C(=O)N(C)CC(=O)Nc1ccc(N2CCOCC2)cc1 (stereo not drawn)
→ ?	nt	?
- CCOC(=O)c1ccc(NC(=O)c2cn(-c3ccccc3)nc2-c2ccc(OC)c(OC)c2)cc1
→ ?	3%[12.3 µM]	?
- OCCC1CN(Cc2cccc3nccnc23)CCN1Cc1ccc(F)cc1 (stereo not drawn)
→ -5%	6%	-11%

Next part
Each structure is followed by: DT40 TDP1 CPT	TDP1 inh	DT40 TDP1 no CPT
- COc1ccc(/C=N/NC(=O)C(=O)/C=C2\NC3(CCCC3)Cc3ccccc32)cc1
→ ?	3%	?
- O=C(NCC1CC1)C1Cc2c(-c3cccc(F)c3)ccnc2O1 (stereo not drawn)
→ -8%	nt	?
- Cc1ccc2cc3cc(C(=O)NC4CCCCC4)oc3nc2c1
→ ?	-3%	?
- COc1ccc(-c2c(C#N)c(SCC(=O)Nc3ccc(Br)cc3)nc(C)c2C(=O)Nc2ccccc2)cc1
→ 12%	4%[12.3 µM]	16%
- CC(C)c1ccc(NC2CCCN(C(=O)c3cccnc3)C2)cc1 (stereo not drawn)
→ ?	2%	?
- N#CCC(CNc1ncc(C(F)(F)F)cc1Cl)OC(=O)c1ccc(Cl)cc1Cl (stereo not drawn)
→ -9%	-1%	-26%
- CC(C)COc1nc2c(c(=O)n(C)c(=O)n2C)n1C
→ -5%	3%	-11%
- O=C(Nc1ccc2c(c1)OCCO2)c1ccccn1
→ ?	-3%	?

Shown field by field: 3 of the compounds above.
mol: O=C1CN2C(=Nc3ccc(Br)cc3C2c2ccccc2)CCN1 (stereo not drawn)
- DT40 TDP1 CPT: -7%
- TDP1 inh: 2%
- DT40 TDP1 no CPT: -22%

mol: CC(=O)N/C(=C/C(C)C)c1ccccc1
- DT40 TDP1 CPT: 5%
- TDP1 inh: 2%
- DT40 TDP1 no CPT: 2%

mol: O=S(=O)(c1ccc(F)cc1F)N1CCN(c2nc(-c3cccs3)nc3ccccc23)CC1
- DT40 TDP1 CPT: ?
- TDP1 inh: 1%
- DT40 TDP1 no CPT: ?

Compounds were not picked by outcome; any-hit rate near 18%.
